Assay outcomes as filed in PubChem BioAssay.
Statin myotox sup – suppressors of statin myotoxicity in C2C12 myotubes, primary screen, cell-based, single point, plate reader; actives 0.78% (n = 330,000); C2C12 myotubes + simvastatin, ATP luminescence, 48 h; scaled: DMSO 0, geranylgeraniol control 100; AID 602340, 2012; rescue of ATP level, % at 7.49 µM;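 active = mean ATP rescue above about 67%, or every replicate alone reaching that limit, limit read from the data, passing the limit was not always enough; inconclusive = no clear call, values can overlap the other calls; inactive = mean under the limit and some replicate under it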;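 note: myotubes were challenged with 10 µM simvastatin during compound exposure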
ARNT TACC3 PPI – disruptors of ARNT/TACC3 protein interaction, primary screen, biochemical, AlphaScreen, single concentration; Transforming acidic coiled-coil-containing protein 3 (Homo sapiens), Q9Y6A5; AlphaScreen His-ARNT PAS-B/GST-TACC3 binding, luminescence; TACC3 fragment carries E629A point mutation; inhibition, % at 9.99 µM; actives 0.66% (n = 390,000); AID 623870, 2012;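 active = mean inhibition of replicates at least 50% and at least half of replicates each reaching 50%; inconclusive = half or more replicates reach 50% but mean below 50%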;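 note: 0% = complete ARNT plus TACC3 wells and 100% = ARNT alone without TACC3; many hits fall short of the cut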
GSIS activator – GLuc luminescence reporter in INS-1E cells, primary screen for activators of glucose-dependent secretion of insulin; INS-1E GLuc reporter insulin secretion, 2-3 h; activation, % at 16.6 µM; actives 0.61% (n = 370,000); AID 743287, 2014;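 active = lowest replicate activation of at least 40%, so every replicate reaches that level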;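 note: 0% = median of neutral control wells and 100% = median of IBMX positive control wells; some compounds called inactive have numbers as strong as hits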
Cneo AK release – Cryptococcus neoformans cell lysis inducers, primary screen, AK release luminescence, single concentration; C. neoformans lysis, adenylate kinase release luminescence, 4 h; normalised: neutral wells 0, clomiphene wells 100; AID 651654, 2012; lysis activity, % at 15 µM; actives 0.2% (n = 360,000);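 active = mean lysis activity across replicates of at least 80%, whatever share of replicates individually reach that level; inactive = mean lysis activity below 80%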
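Material: C. neoformans cells | Amount: Yeast cell density of 5 × 10^6 cells/mL | Medium: Fresh YPD growth medium | Dosing: Single dose | Times: Static 4 h at 37 °C with compound, 1 h detection | Detection: AK luminescence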
PAX8 reporter – inhibitors of PAX8-driven TPO luciferase reporter, primary screen, RMG-I cells, single concentration | SteadyGlo, 24 h | inhibition, % at 12.6 µM | actives 1.2% (n = 360,000);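 active = mean replicate inhibition at least 60% with every replicate also reaching 60%; inconclusive = only one of the two criteria is met; inactive = mean below 60% and not all replicates reaching 60%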;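 note: luciferase light reporting Pax8 driven TPO promoter activity; plate controls were median of neutral control wells for no effect and mitoxantrone controls for full effect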
LGR2 inh – inhibitors of bursicon-induced LGR2 CRE-luciferase signal, primary screen, cell-based, HEK293, CRE-luciferase reporter, bursicon stimulation; bursicon-stimulated, 4 h; inhibition, % at 9.99 µM; Drosophila bursicon receptor LGR2 (rickets); actives 0.35% (n = 380,000);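 active = drop in luminescence signal, shown as inhibition above about 50% in the replicate tests, limit read from the data, passing the limit was not always enough; inconclusive = probably only some replicates passing the limit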;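 note: agonist challenge used bursicon conditioned medium at about half maximal strength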
PglD inh – C. jejuni PglD acetyltransferase inhibitors, primary screen, biochemical, DTNB colorimetric, single point; purified PglD enzyme, DTNB colorimetric CoA detection; inhibition, % at 12.5 µM; actives 0.098% (n = 360,000); AID 602405, 2012; in the data active = inhibition above about 16%, passing the limit was not always enough; inconclusive = no clear call, values can overlap the other calls; note: strong numbers were not always called active
PGC1a acetyl inh – inhibitors of PGC1a acetylation signal, primary screen, cell-based, U2OS, AlphaScreen, inhibitor mode; AlphaScreen anti-acetyl-lysine; with virally co-expressed GCN5 acetyltransferase; inhibition, % at 15.6 µM; actives 0.17% (n = 350,000); AID 651687, 2012;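 active = every replicate shows inhibition of at least 40%; inconclusive = mean inhibition at least 40% but some replicate below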;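 note: 0% = neutral control wells and 100% = positive control wells; some results beyond the cut were filed as inactive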
An asterisk follows results filed as active; ? = inconclusive; · = no result given.

SMILES	Statin myotox sup	ARNT TACC3 PPI	GSIS activator	Cneo AK release	PAX8 reporter	LGR2 inh	PglD inh	PGC1a acetyl inh
COc1ccc(-c2cc(NC(=O)c3cncn3-c3ccccc3)ccc2OC)cc1	11	10	-5	2	20	-6	0	-1
COc1cccc(/C=N/NC(=S)Nc2cccnc2)c1	-4	3	4	-3	-29	-10	1	·
COc1ccc(CCC(=O)O)c(C(CC(=O)O)C(=O)O)c1OS(=O)(=O)c1ccc(C)cc1 (stereo unspecified)	2	·	·	-1	9	·	5	1
N#C/C(=C\Nc1ccccc1SC(F)(F)F)c1nc(-c2ccc(F)cc2)cs1	·	-8	17	·	8	-4	·	1
CCc1[nH]nc(C(=O)N2CCCC(Nc3cccc(F)c3)C2)c1C (stereo unspecified)	·	-1	-6	-1	-49	-12	6	-4
O=C(CC1CCCCC1)Nc1nc2ccccc2s1	·	-1	1	·	-152	-109	·	·
CC(=O)Nc1ccc(S(=O)(=O)Oc2ccc(C(=S)N3CCC(O)CC3)cc2)cc1	-7	·	-8	·	10	4	·	6
CCN(CC)S(=O)(=O)c1ccc(NC2c3ccccc3C(=O)N2Cc2ccco2)cc1 (stereo unspecified)	-13	-3	·	2	1	·	1	·
CCC(=O)Nc1ccc2c(c1)C(=O)N(C)C[C@@H](OC)[C@H](C)CN(Cc1ccccc1OC)[C@@H](C)CO2	-4	0	9	-10	-1	-11	-4	·
Cc1cc(-c2ccccc2)nc2cc(C(=O)NCc3ccco3)nn12	-8	·	-16	0	10	3	2	7
COc1ccc2nc(NC(=O)CS(=O)(=O)c3ccc(C)cc3)sc2c1	7	-8	-14	-1	3	3	4	-8
COc1ccc(NC(=O)N(C)C[C@@H]2Oc3ccc(NC(=O)C4CCCCC4)cc3C(=O)N([C@H](C)CO)C[C@@H]2C)cc1	-21	0	-10	58	·	9	-1	4
Cn1nnnc1SCC(=O)NNC(=O)c1ccc(F)cc1	0	-3	2	-1	8	0	2	-2
CCC(CC)NC(=O)Cc1ccc(S(=O)(=O)N2CCOCC2)s1	1	2	·	1	5	·	10	-52
OCCNc1nc(NCCC2=CCCCC2)nc(N2CCOCC2)n1	9	7	-22	·	·	1	·	-15
C[C@@H]1CN([C@H](C)CO)C(=O)Cc2cc(NC(=O)NC3CCCCC3)ccc2O[C@@H]1CN(C)CC1CCCCC1	-8	2	-6	0	?	-14	-5	-9
Cc1cc(SCc2ccc(Cl)cc2)nc(=O)[nH]1	8	-1	-5	-1	-31	-21	-4	7
Cc1ccc(OCC(=O)OCC(=O)c2c(N)n(C)c(=O)n(C)c2=O)cc1C	-1	-2	23	-2	·	19	5	-9
O=C(NCC1CCCN1S(=O)(=O)c1cccs1)C(=O)Nc1ccccc1F (stereo unspecified)	-4	·	-9	2	-41	-17	0	-29
CCC(=O)Nc1sc(Cc2ccccc2)c(C)c1C(N)=O	-6	-8	·	·	-8	-11	·	4
COc1ccc(S(=O)(=O)N(C)C[C@H]2Oc3ccc(NC(=O)Cc4ccccc4)cc3CC(=O)N([C@H](C)CO)C[C@H]2C)cc1	0	-1	-24	2	14	10	2	-9
CCN1CCN(C(=O)CN(CC)S(=O)(=O)c2ccc(Cl)cc2)CC1	33	-5	4	-3	·	15	5	-2
C[C@H](CO)N1C[C@H](C)[C@@H](CN(C)S(=O)(=O)c2cccs2)Oc2ccc(NC(=O)C3CC3)cc2CC1=O	-13	·	7	-4	-4	10	-5	1
Cc1cccc2c1cnn2C(=O)Nc1ccccc1Br	5	-7	1	-1	-29	5	-3	2
Cn1nc(-c2ccc(Cl)cc2)c2cc(C(=O)NCc3ccco3)sc21	-5	-2	-6	0	35	2	5	-11
Cc1ccc(S(=O)(=O)N2CCCCC2C(=O)N2CCN(Cc3ccccc3)CC2)cc1 (stereo unspecified)	-16	2	·	1	·	·	2	·
O=S(=O)(CCSc1nc2ccccc2s1)c1nc2ccccc2s1	·	-3	·	0	104*	·	-5	-20
COc1ccc(NC(=O)Nc2cccc3c2O[C@H](CN(C)Cc2ccc(C(F)(F)F)cc2)[C@H](C)CN([C@@H](C)CO)C3=O)cc1	-15	2	-10	2	·	-8	-2	9
Cc1ccc(S(=O)(=O)N(C)CC(=O)O/N=C(\N)c2cccnc2)cc1	9	·	0	1	13	3	4	·
Cc1ccc(C(=O)NCC2CCCO2)cc1[N+](=O)[O-] (stereo unspecified)	·	-3	-1	-5	0	-16	2	-10

Quoted at random: 5 compounds from above
SMILES	Statin myotox sup	ARNT TACC3 PPI	GSIS activator	Cneo AK release	PAX8 reporter	LGR2 inh	PglD inh	PGC1a acetyl inh
Cc1ccc(S(=O)(=O)N2CCCCC2C(=O)N2CCN(Cc3ccccc3)CC2)cc1 (stereo unspecified)	-16	2	·	1	·	·	2	·
Cn1nc(-c2ccc(Cl)cc2)c2cc(C(=O)NCc3ccco3)sc21	-5	-2	-6	0	35	2	5	-11
O=S(=O)(CCSc1nc2ccccc2s1)c1nc2ccccc2s1	·	-3	·	0	104*	·	-5	-20
Cc1ccc(C(=O)NCC2CCCO2)cc1[N+](=O)[O-] (stereo unspecified)	·	-3	-1	-5	0	-16	2	-10
Cc1ccc(S(=O)(=O)N(C)CC(=O)O/N=C(\N)c2cccnc2)cc1	9	·	0	1	13	3	4	·

New compounds follow:
SMILES	Statin myotox sup	ARNT TACC3 PPI	GSIS activator	Cneo AK release	PAX8 reporter	LGR2 inh	PglD inh	PGC1a acetyl inh
CCc1cc(C(=O)Cc2cnn(-c3ccccc3)c2)c(O)cc1O	3	9	·	2	·	·	-2	·
Cc1ccc(CN2CCN(Cc3ccccc3-c3ccco3)CC2CCO)o1 (stereo unspecified)	5	6	6	2	11	7	6	·
COC(=O)c1ccc(Cl)c(NC(=O)CN2CCC(C)CC2)c1	-6	-2	·	0	·	·	2	-8
C[C@@H]1CCCCO[C@@H](CN(C)C(=O)C2CCCCC2)[C@@H](C)CN([C@H](C)CO)C(=O)c2cc(N(C)C)ccc2O1	-16	25	3	3	-5	17	2	3
Cc1ccc(S(=O)(=O)NCc2cccnc2)cc1	9	2	-6	1	-7	-7	-4	34
CCOC(=O)N1CCN(S(=O)(=O)c2ccc3c(c2)C(C)C(=O)N3)CC1 (stereo unspecified)	8	4	16	0	-5	5	-4	9
CCC(Sc1ccccc1C(=O)O)C(=O)O (stereo unspecified)	·	1	·	0	4	·	-6	9
Cc1cc(=O)oc2cc(OCC(=O)N3CCC(C(N)=O)CC3)ccc12	-10	-38	3	-2	·	12	-5	-8
COC(=O)c1scc(C#N)c1N/N=C(\C#N)S(=O)(=O)c1ccc(Cl)cc1	-7	7	-18	0	37	18	-8	21
Cc1nc(P(=O)(c2ccccc2)c2ccccc2)c(N2CCOCC2)o1	5	-11	11	-3	6	·	2	8
C[C@H](CO)N1C[C@H](C)[C@H](CN(C)S(=O)(=O)c2ccccc2F)Oc2ncc(C#Cc3cccnc3)cc2C1=O	5	1	-2	50	-7	13	-2	6
Cc1noc(C)c1C(=O)NCc1ccccc1	14	-3	·	-4	·	·	-2	2
CCN1CCN(C(=O)C2c3cc(OC)c(OC)cc3C(=O)N3CCc4ccccc4C23)CC1 (stereo unspecified)	-14	·	·	-1	·	·	1	5
CCCNC(=O)N(C)C[C@H]1Oc2cc(C#Cc3cccc(F)c3)ccc2S(=O)(=O)N([C@@H](C)CO)C[C@@H]1C	·	-4	-27	2	·	-8	-2	5
CCc1ccc(NC(=O)c2[nH]c(C)c(C(C)=O)c2C)cc1	-12	-1	-7	-1	-144	-79	3	7
Cc1onc(-c2ccccc2)c1C(=O)OCC(=O)Nc1ccc(C#N)cc1	-3	·	-47	0	9	-5	3	0
COc1cc(-c2nc(Cc3ccccc3Cl)no2)cc(OC)c1OC	13	-4	·	-1	·	·	12	2
O=C1NN(c2ccc(F)c(Cl)c2)C(=O)/C1=C\c1cccc(OC(=O)c2cccs2)c1	14	-10	·	1	·	·	-1	3
O=C1CN(C(=O)COC(=O)CNC(=O)c2ccc(Br)o2)c2ccccc2N1	·	2	0	·	-6	-2	·	15
Cn1cnc(CCNC(=O)[C@H]2[C@H](CO)[C@H]3Cn4c(cccc4=O)[C@H]3N2C(=O)Nc2ccccc2)c1	-2	-2	15	0	-7	-3	0	·
O=C(N/N=C/c1ccc([N+](=O)[O-])s1)c1ccccc1Br	27	6	3	-1	·	-1	1	-48
CNc1nc(N(C)C)nc(N(C)C)n1	8	-1	·	1	15	-9	2	1
COc1ccc(C2CC(c3c(-c4ccccc4)c4cc(Cl)ccc4[nH]c3=O)=NN2S(C)(=O)=O)cc1OC (stereo unspecified)	7	-8	·	0	·	·	-3	-12
COc1ccc(NC(=O)c2ccc(-c3csc(C)n3)cc2)cc1	-5	-7	4	1	2	-43	0	5
COc1ccc(NC(=O)Nc2ccc3c(c2)C(=O)N([C@H](C)CO)C[C@@H](C)[C@@H](CN(C)Cc2ccc(C(=O)O)cc2)OCCCC[C@H](C)O3)cc1	·	9	2	2	-10	-7	-3	-5
COC(=O)C(C)Sc1nc2c(cnn2-c2ccc(C)cc2)c(=O)[nH]1 (stereo unspecified)	106*	-6	15	3	·	-21	0	-10
C/C(=N\NC(=O)c1ccc2c(c1)OCCO2)c1ccccc1	-7	13	·	0	-135	-45	-2	4
CCN(CC(O)c1cccc(O)c1)C(=O)C12CC3CC(CC(C3)C1)C2 (stereo unspecified)	10	3	-30	-1	-1	-20	5	-20
CC1CCCN(C(=O)CCS(=O)(=O)c2ccc3c(c2)n(C)c(=O)c(=O)n3C)C1 (stereo unspecified)	-3	30	-1	1	-11	-10	2	-1
CN(C)CCCNC(=S)Nc1ccc(Br)cc1	6	10	-4	5	-4	-12	2	1
COC(=O)Cc1c(C)c2c(OCc3nn[nH]n3)cc(C)cc2oc1=O	·	-7	·	1	9	·	2	·
COc1ccc(C2SCCN2S(=O)(=O)c2ccccc2)cc1 (stereo unspecified)	·	-12	-3	·	12	-1	·	·
COc1ccc(CNC(=O)COc2ccc([N+](=O)[O-])cc2)cc1	-4	-5	·	9	·	·	-6	-33
COC(=O)c1nnn(-c2nonc2N)c1CSc1nnc(N)s1	-3	-6	-4	·	3	5	·	-1
COc1ccc(N2CCN(CC(=O)Nc3ccc(-n4cnnn4)cc3)CC2)cc1	-10	0	22	0	·	-8	-2	2
O=C(O)/C(=C\c1ccco1)NC(=O)c1ccc(Br)o1	-11	1	·	1	19	3	0	·
O=Cc1ccc(OCC(=O)N2CCc3ccccc32)c(Br)c1	10	-2	13	-3	-194	-62	6	6
COc1cccc(-n2cc3c(c2-c2ccccc2)c(=O)n(C)c(=O)n3C)c1	-11	-2	·	6	·	·	-14	8
CCN(Cc1ccc(C#CCCO)cc1)CC1CCCN(CCc2cccc(OC)c2)C1 (stereo unspecified)	-6	4	·	3	18	·	-3	·
C=CCNc1cnn(-c2ccccc2)c(=O)c1Cl	·	-2	16	·	-23	-7	·	·
Cc1ccccc1S(=O)(=O)Nc1ccc2c(c1)C(=O)N(C)[C@H]1CC[C@@H](CC(=O)O)O[C@@H]1CO2	23	·	4	·	-13	19	·	0
